Scp-1 inhibitor = Scp-1 phosphatase inhibitors, primary screen, biochemical, colorimetric, uHTS. Recombinant Scp1, phosphopeptide, malachite green phosphate absorbance. inhibition, % at 20 µM. 340,000 tested, 0.88% active. AID 493091, 2011;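 active = inhibition above about 50% at 20 µM, limit read from the data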;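 note: plate controls were DMSO wells with enzyme for no effect and wells lacking enzyme for full effect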
Target sequence (Q9GZU7 76-261 limits assumed): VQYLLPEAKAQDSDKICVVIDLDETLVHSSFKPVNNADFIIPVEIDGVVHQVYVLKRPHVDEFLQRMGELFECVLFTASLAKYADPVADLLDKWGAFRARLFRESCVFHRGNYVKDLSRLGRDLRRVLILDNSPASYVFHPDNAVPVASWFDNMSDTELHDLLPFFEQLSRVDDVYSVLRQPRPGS
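Test system: SCP-1 catalytic domain; Buffer or medium: Acidic Tris acetate buffer with magnesium and detergent; Also added: Phosphorylated 17-residue peptide substrate; Compound: single 20 µM dose, 1% DMSO; Schedule: enzyme reaction 45 min at room temperature, colour 5 min, stabilisation 30 min; Signal: Phosphate-binding colour reagent, absorbance read at 630 nm.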
CSN deneddyl inh = inhibitors of CSN-mediated cullin deneddylation, primary screen, biochemical, fluorescence polarization, uHTS; inhibition, % at 12.5 µM; 360,000 tested, 0.38% active; Purified CSN, SCF-Nedd8-OG deneddylation; COP9 signalosome complex subunit 5 (Homo sapiens), Q92905;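 active = pattern-corrected inhibition above about 35%, with an unprinted fluorescence ratio check between 0.5 and 1.5, limit read from the data, passing the limit was not always enough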;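 note: 0% = enzyme with substrate and 100% = substrate without enzyme; some results filed as inactive read as strong as hits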
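Detection – fluorescence polarization · System – HEK293T-derived human Csn5 enzyme · Controls – substrate-only high control, full reaction low control · Timing – 90 min, room temperature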
MsrA inh = bovine MsrA enzyme inhibitors, primary screen, biochemical, absorbance, HTS. Methionine sulfoxide reductase A (Bos taurus). purified bovine MsrA, absorbance read-out. inhibition, % at 15.5 µM. 360,000 tested, 0.75% active. AID 651718, 2012; in the data active = inhibition above about 4.5%;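 note: 0% = vehicle wells with enzyme and 100% = reference inhibitor wells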
NadD inh = inhibitors of S. aureus NadD, primary screen, biochemical, colorimetric, uHTS; Nicotinate-nucleotide adenylyltransferase NadD (Staphylococcus aureus N315); purified NadD enzyme, colorimetric absorbance read-out; inhibition, % at 20 µM; 360,000 tested, 0.78% active; in the data active = inhibition above about 26%; note: some compounds past the cut are filed as inactive
LMPTP inh = LMPTP phosphatase inhibitors, primary screen, biochemical, fluorescence intensity, uHTS | 360,000 tested, 0.22% active | inhibition, % at 20 µM | recombinant LMPTP-A, OMFP fluorogenic substrate | Low molecular weight phosphotyrosine protein phosphatase (Homo sapiens), P24666;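 active = compounds that cut the enzyme signal by at least half of the control window in the single-dose screen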;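 note: plate controls were DMSO wells with enzyme plus substrate for no effect and substrate without enzyme for full effect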
Target sequence (P24666 whole entry, looked up): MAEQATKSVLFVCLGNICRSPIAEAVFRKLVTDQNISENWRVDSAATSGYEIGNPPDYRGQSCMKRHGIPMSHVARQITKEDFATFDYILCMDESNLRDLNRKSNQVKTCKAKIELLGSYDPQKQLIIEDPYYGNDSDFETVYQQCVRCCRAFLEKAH
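Assay system: LMPTP-A phosphatase enzyme | Input: 0.625 nM enzyme | Also added: Fluorogenic phosphatase substrate OMFP at 400 µM final | Compound dosing: One test concentration per compound, 20 µM, with 3% DMSO overall | Schedule: 50 min enzyme reaction at room temperature, protected from light | Signal: Fluorescence intensity | Benchmarks: no-enzyme and uninhibited controls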
DNMT1 block = human DNMT1 methyltransferase inhibitors, primary screen, biochemical, molecular beacon, fluorescence, HinP1I cleavage, uHTS; DNA (cytosine-5)-methyltransferase 1 (Homo sapiens), P26358; inhibition (reported as % activation of signal), % at 10 µM; 360,000 tested, 0.83% active; AID 588458, 2011; in the data active = inhibition above about 50%
SUMO1 PPI mod = modulators of SUMO1 protein-protein interactions, primary screen, biochemical, uHTS; AID 602429, 2012; inhibition, % at 20 µM; SUMO1 binding to a labelled peptide, TR-FRET, 1 h; Small ubiquitin-related modifier 1 (Homo sapiens), P63165; 360,000 tested, 0.33% active; in the data active = inhibition above about 37%
Target sequence (P63165 whole entry, looked up): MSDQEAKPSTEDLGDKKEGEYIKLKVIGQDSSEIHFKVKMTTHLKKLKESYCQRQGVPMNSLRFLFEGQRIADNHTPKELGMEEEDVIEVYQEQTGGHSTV
Rpn11 inh = Rpn11 (PSMD14) deubiquitinase inhibitors, primary screen, biochemical, fluorescence polarization, uHTS. 26S proteasome non-ATPase regulatory subunit 14 (Homo sapiens), O00487. human 26S proteasome, Ub4-pepOG fluorescence polarization; 20S core pre-blocked with epoxomicin. calls only at 20 µM. 360,000 tested, 0.59% active;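 active = inhibition at 20 µM, scaled to each plate's controls, above about 33%, limit read from the data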
Tb MetRS inh = T. brucei MetRS inhibitors, primary screen, biochemical, luminescence | AID 624268, 2012 | inhibition, % at 11.9 µM | 360,000 tested, 0.4% active | methionyl-tRNA synthetase (Trypanosoma brucei brucei) | purified T. brucei MetRS, ATP depletion, Kinase-Glo luminescence;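 active = inhibition above a per-plate cutoff of the control wells' mean inhibition plus 3 SD, cut at about 5.5% in these data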;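 note: 0% = DMSO wells median and 100% = median of wells with control inhibitor compound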
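Test system – parasite MetRS enzyme · Reagent – substrates ATP, L-methionine and bulk Escherichia coli tRNA · Doses – 11.9 µM compound single dose, 0.9% DMSO · Times – 15 min enzyme-compound preincubation, 2 h reaction, 10 min detection, 25 °C · Signal – Kinase-Glo luminescence, ATP depletion format · Controls – DMSO-only wells as low control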
STEP inh = STEP phosphatase inhibitors, primary screen, biochemical, fluorescence intensity, uHTS. Tyrosine-protein phosphatase non-receptor type 5 (Homo sapiens), P54829. recombinant STEP, OMFP fluorogenic substrate. inhibition, % at 20 µM. 360,000 tested, 0.25% active;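 active = inhibition at 20 µM, scaled per plate between control wells, above about 37%, limit read from the data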;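 note: 0% = DMSO with enzyme and substrate and 100% = substrate only without enzyme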
Target sequence (P54829 whole entry, looked up): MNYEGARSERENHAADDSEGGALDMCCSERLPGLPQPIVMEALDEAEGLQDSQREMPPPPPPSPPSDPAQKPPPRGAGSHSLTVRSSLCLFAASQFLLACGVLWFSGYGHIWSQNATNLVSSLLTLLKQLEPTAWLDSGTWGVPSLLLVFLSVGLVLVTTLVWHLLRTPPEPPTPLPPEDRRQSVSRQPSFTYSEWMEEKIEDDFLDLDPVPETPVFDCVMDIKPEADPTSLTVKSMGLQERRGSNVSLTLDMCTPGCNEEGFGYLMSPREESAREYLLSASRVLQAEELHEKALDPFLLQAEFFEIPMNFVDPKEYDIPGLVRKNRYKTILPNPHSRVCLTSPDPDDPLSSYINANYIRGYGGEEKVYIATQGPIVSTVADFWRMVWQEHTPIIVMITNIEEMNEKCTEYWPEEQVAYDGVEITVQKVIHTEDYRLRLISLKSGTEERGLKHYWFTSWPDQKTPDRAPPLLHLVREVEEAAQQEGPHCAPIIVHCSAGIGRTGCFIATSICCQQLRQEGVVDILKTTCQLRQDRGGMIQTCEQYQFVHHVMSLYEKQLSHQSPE
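Material: STEP (striatal-enriched tyrosine phosphatase) enzyme, cell-free; Compound dosing: 20 µM single dose in 1% DMSO; Technique: fluorescence read at 480 nm ex / 540 nm em; Times: reaction 20 min, ambient temperature; Medium: 50 mM Bis-Tris pH 6.0 with 2.5 mM DTT and 0.005% Tween 20; Also added: OMFP at 25 µM.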
An asterisk follows results filed as active; i = inactive; . = no result given.

1: COc1ccc(-c2ccc(C(=O)Nc3ccc(OC)nc3)c3occc23)c(C)c1
2: COc1ccc(NC(=O)CC2C(=O)N(c3cccc(OC)c3)C(=O)N2CCC(C)C)cc1 (centres undefined)
3: Cc1cccc2nc3c(nc12)-c1ccccc1C3=O
4: O=C(c1ccccc1/S(=N/S(=O)(=O)c1ccccc1)N1CCOCC1)N1CCOCC1 (centres undefined)
5: COc1cc(NC(=O)CC(C)n2ccnc2)cc(OC)c1 (centres undefined)
6: CCOc1cccc(NCc2cc3c(C(C)(C)C)nn(-c4ccccc4)c3[nH]c2=O)c1
7: COc1ccccc1NC(=O)CSc1nccc(-c2ccco2)n1
8: COc1ccccc1COn1c(=O)c(-c2ccco2)[n+]([O-])c2ccccc21
Compound | 1 | 2 | 3 | 4 | 5 | 6 | 7 | 8
Scp-1 inhibitor | . | -13 | -9 | 0 | -7 | 4 | -2 | -11
CSN deneddyl inh | -6 | 9 | -1 | -1 | -1 | 6 | 3 | 6
MsrA inh | 2.1 | -0.1 | 0.0 | -0.1 | 0.7 | -0.4 | 0.8 | 2.3
NadD inh | 7 | -11 | 3 | -2 | -5 | 17 | 1 | -3
LMPTP inh | 4.6 | -0.2 | -0.8 | -1.4 | 0.1 | 0.5 | 1.6 | 1.3
DNMT1 block | -7 | -13 | 2 | 6 | 1 | -3 | -1 | -5
SUMO1 PPI mod | 2 | 3 | -15 | -4 | -4 | -5 | -2 | -10
Rpn11 inh | i | i | i | i | i | i | i | i
Tb MetRS inh | -0.4 | 0.7 | -0.5 | -0.4 | 0.7 | -1.7 | 0.0 | 0.4
STEP inh | -2 | -4 | 0 | -1 | 0 | 0 | 1 | -1

9: Cc1ccc(N=Cc2cc3c(cc2[N+](=O)[O-])OCO3)cc1[N+](=O)[O-]
10: CN(O)C(=S)c1ccccc1
11: COc1ccc(NC(=O)N2CCCC(CNS(=O)(=O)c3cccs3)C2)c(C)c1 (centres undefined)
12: CC(=O)C1C(C)CC2C3CCC4CC(=O)CCC4(C)C3CCC21C (centres undefined)
13: Clc1ccc(Nc2ncn[nH]2)cc1
14: CCCC(C(=O)NC1CCCC1)N(Cc1ccc2c(c1)OCO2)C(=O)c1snc(C(N)=O)c1N (centres undefined)
15: COc1cccc(NC(=O)CCC2CCN(C(=O)c3c(C)noc3C)CC2)c1
16: CCCCn1c(N)c(N(Cc2ccccc2OC)C(=O)CN2C(=O)NC(C)(c3ccccc3)C2=O)c(=O)[nH]c1=O (centres undefined)
Compound | 9 | 10 | 11 | 12 | 13 | 14 | 15 | 16
Scp-1 inhibitor | -1 | -16 | -6 | -1 | 2 | -6 | 6 | 1
CSN deneddyl inh | -5 | -3 | -5 | 4 | -4 | 7 | 3 | 0
MsrA inh | 2.2 | -0.7 | 2.1 | 0.0 | -0.6 | 1.2 | 0.3 | 0.0
NadD inh | 3 | -3 | -2 | 2 | 2 | -7 | -3 | 1
LMPTP inh | 5.8 | -3.1 | 1.2 | 0.6 | 0.1 | 0.5 | -2.6 | -0.3
DNMT1 block | -34 | -2 | -3 | 6 | -4 | -2 | 1 | 1
SUMO1 PPI mod | -27 | 1 | -2 | -1 | -5 | -13 | 5 | 1
Rpn11 inh | i | i | i | i | i | i | i | i
Tb MetRS inh | 0.4 | -0.3 | 0.0 | -0.2 | 0.1 | -0.8 | 0.4 | -0.3
STEP inh | 3 | -6 | 1 | 0 | 0 | 0 | -2 | 4

Molecules above that have a furan ring, fused or not, in the order listed:
1: COc1ccc(-c2ccc(C(=O)Nc3ccc(OC)nc3)c3occc23)c(C)c1
7: COc1ccccc1NC(=O)CSc1nccc(-c2ccco2)n1
8: COc1ccccc1COn1c(=O)c(-c2ccco2)[n+]([O-])c2ccccc21
Compound | 1 | 7 | 8
Scp-1 inhibitor | . | -2 | -11
CSN deneddyl inh | -6 | 3 | 6
MsrA inh | 2.1 | 0.8 | 2.3
NadD inh | 7 | 1 | -3
LMPTP inh | 4.6 | 1.6 | 1.3
DNMT1 block | -7 | -1 | -5
SUMO1 PPI mod | 2 | -2 | -10
Rpn11 inh | i | i | i
Tb MetRS inh | -0.4 | 0.0 | 0.4
STEP inh | -2 | 1 | -1

Further compounds follow:
17: COC(=O)CNC(=O)c1ccc(=O)oc1
18: Cc1ccc(S(=O)(=O)NCCOc2nc(N3CCOCC3)nc(N3CCOCC3)n2)cc1
19: CSc1nc(-c2ccc(C)cc2)[nH]c1S(=O)(=O)c1ccccc1
20: CCCC(=O)Nc1ccc(OCC(O)CNC(C)C)c(C(C)=O)c1 (centres undefined)
21: Cc1noc(C)c1C(=O)N1CCC(C(=O)c2ccc(F)cc2F)CC1
22: NC(Cc1ccccc1)c1csc(Nc2cc(Oc3ccccc3)ncn2)n1 (centres undefined)
23: CC(C)NC(=O)C1(C)CCCN1Cc1ccccc1C#N (centres undefined)
24: O=C(OCc1csc(-c2ccccc2)n1)c1ccc(O)cc1
Compound | 17 | 18 | 19 | 20 | 21 | 22 | 23 | 24
Scp-1 inhibitor | 2 | 1 | 47 | -9 | 3 | . | . | -5
CSN deneddyl inh | 3 | -3 | 0 | -9 | -1 | -2 | -2 | 0
MsrA inh | 5.8* | -0.9 | -1.1 | 0.0 | 2.5 | 0.3 | 1.4 | -0.1
NadD inh | 4 | -1 | 6 | 0 | -4 | 2 | 1 | 1
LMPTP inh | -1.2 | -0.3 | 3.5 | -0.4 | -1.0 | 0.1 | -0.6 | -0.7
DNMT1 block | 0 | 3 | -3 | -1 | -1 | -3 | 2 | 0
SUMO1 PPI mod | -5 | -4 | 3 | -6 | 0 | -18 | 1 | 2
Rpn11 inh | i | i | i | i | i | i | i | i
Tb MetRS inh | -0.5 | -0.2 | 0.7 | -0.7 | -0.6 | -0.2 | -0.2 | -0.9
STEP inh | -1 | 1 | 1 | -4 | -2 | 2 | -4 | -6

25: NC1=NC(=O)/C(=C/c2cn(Cc3ccccc3)c3ccccc23)S1
26: O=C(CC[C@H]1O[C@@H](n2cnc3c(NC(=O)c4ccccc4)ncnc32)[C@H](O)[C@@H]1O)NCc1nc2ccccc2[nH]1
27: CC(=O)Nc1ccc(N2CC(C)(C)C2=O)cc1
28: Cc1ccccc1-n1c(SCC(=O)N2CCC(C(=O)O)CC2)nnc1-c1ccncc1
29: Nc1ccccc1C(=O)NCCCN1CCN(c2cccc(Cl)c2)CC1
30: CCOC(=O)C1=C(CC)Nc2ccccc2N/C1=N\S(=O)(=O)c1ccc(C(=O)OCC)cc1
31: Cc1cc(-n2c(C)cc(C(=O)COc3cccnc3[N+](=O)[O-])c2C)no1
32: COCCCNC(=O)C1CCN(S(=O)(=O)N(CC(C)C)CC(C)C)CC1
Compound | 25 | 26 | 27 | 28 | 29 | 30 | 31 | 32
Scp-1 inhibitor | 3 | . | -6 | -2 | -11 | -7 | 1 | -1
CSN deneddyl inh | -9 | -3 | 4 | -13 | 0 | 0 | 4 | -4
MsrA inh | -0.1 | -0.1 | 0.8 | -0.9 | -0.8 | 1.7 | -0.7 | -0.4
NadD inh | 9 | -2 | 6 | -3 | -10 | -5 | -3 | -2
LMPTP inh | -0.2 | -1.1 | -0.7 | 0.3 | -1.7 | 2.8 | 0.0 | -0.2
DNMT1 block | 8 | 116* | -4 | 1 | 0 | -1 | -3 | 0
SUMO1 PPI mod | 1 | 44* | -2 | 0 | 0 | -20 | -15 | -5
Rpn11 inh | i | i | i | i | i | i | i | i
Tb MetRS inh | -0.8 | 1.2 | -0.7 | -0.8 | -0.7 | 0.9 | -0.6 | -0.5
STEP inh | 3 | 2 | -2 | 0 | 2 | 6 | 2 | 0

33: O=C1CN(C(=O)CSc2nc3ccccc3c(=O)n2Cc2ccc(F)cc2)c2ccccc2N1
34: COc1ccccc1CCNS(=O)(=O)CCNC(=O)c1ccc2c(c1)OCO2
35: CCOC(=O)c1c(NC(=O)COC(=O)CNC(=O)c2ccco2)sc(C)c1C
36: Fc1ccc(CNCCC(Cc2ccccc2)c2ccco2)cc1 (centres undefined)
37: COc1ccc(NC(=O)CSc2nnc(-c3ccccn3)n2N)c(OC)c1
38: CC1(C)Cc2[nH]c(=O)c(C#N)cc2CS1
39: CCN(c1ccccc1)S(=O)(=O)c1cc(CN2C(=O)c3cccnc3C2=O)ccc1OC
40: Cc1c(C(=O)c2ccccc2C(=O)O)sc2ccccc12
41: CCC(=O)Nc1ccc2c(c1)nc(CCN1CCC(C)CC1)n2C
42: CSc1ccc(OCC(=O)Nc2ccc(N3CCOCC3)c(Cl)c2)cc1
Compound | 33 | 34 | 35 | 36 | 37 | 38 | 39 | 40 | 41 | 42
Scp-1 inhibitor | -7 | -4 | -4 | 23 | 3 | -3 | -5 | -13 | -1 | -7
CSN deneddyl inh | 4 | -1 | 0 | -2 | 0 | -2 | 1 | 0 | 2 | -1
MsrA inh | -0.4 | -0.6 | 0.3 | -1.4 | -0.2 | 2.3 | 0.1 | 0.7 | -0.5 | 0.4
NadD inh | 11 | -7 | -2 | 4 | -3 | -4 | -3 | -4 | -1 | 5
LMPTP inh | 2.0 | 0.3 | 0.5 | 0.0 | -2.1 | -0.7 | -0.2 | -1.0 | -0.6 | -0.8
DNMT1 block | -4 | 4 | 1 | 9 | 1 | -1 | 3 | -3 | 0 | 0
SUMO1 PPI mod | 5 | 2 | 1 | -3 | 0 | 3 | -23 | -13 | 3 | 3
Rpn11 inh | i | i | i | i | i | i | i | i | i | i
Tb MetRS inh | 0.0 | -0.2 | -0.8 | 0.0 | -1.1 | -0.1 | 0.0 | -0.1 | 0.1 | -0.2
STEP inh | 2 | 2 | 5 | 7 | 4 | -1 | 2 | 3 | -3 | -1
